Screening data from PubChem.
GPR151 ag – human GPR151 activation; PathHunter beta-arrestin GPR151 cells, luminescence; activation, % at 11.2 µM; AID 1508602; 1% of 650,000 active; in the data active = activation above about 4.9%;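 note: 0% = median of compound wells and 100% = cells with positive control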
Target sequence (Q8TDV0 whole entry, looked up): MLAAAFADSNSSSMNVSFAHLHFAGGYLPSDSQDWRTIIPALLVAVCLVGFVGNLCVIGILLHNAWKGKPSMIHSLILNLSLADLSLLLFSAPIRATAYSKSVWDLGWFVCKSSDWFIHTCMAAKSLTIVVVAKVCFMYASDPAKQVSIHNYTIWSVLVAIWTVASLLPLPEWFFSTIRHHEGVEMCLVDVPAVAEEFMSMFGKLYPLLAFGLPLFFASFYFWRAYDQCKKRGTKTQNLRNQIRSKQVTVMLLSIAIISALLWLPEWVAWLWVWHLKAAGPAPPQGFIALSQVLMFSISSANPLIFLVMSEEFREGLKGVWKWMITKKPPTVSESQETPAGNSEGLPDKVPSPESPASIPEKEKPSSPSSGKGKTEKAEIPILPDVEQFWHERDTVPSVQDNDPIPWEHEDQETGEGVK
FBW7 act – activators of human E3 ligase FBW7; Q969H0; AlphaScreen FBW7–phospho-cyclin E peptide binding, activator screen; normalized activity (activation), % at 26.1 µM; 0.13% of 650,000 active; in the data active = normalized activity above about 1.9%;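 note: purified mutant Fbw7 with reduced substrate affinity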
TEAD-YAP block – TEAD-YAP interaction inhibition; HEK-TIYL cells, TEAD-Gal4/YAP UAS-luciferase luminescence; AID 1259422; inhibition, % at 9.12 µM; 1.4% of 640,000 active; in the data active = inhibition above about 32%;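 note: 0% = median of test compound wells and 100% = reference inhibitor wells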
MITF inh – human MITF inhibition, primary screen; AlphaScreen MITF homodimerization, bead proximity signal; 0.91% of 650,000 active; inhibition, % at 2.6 µM; AID 1259374; in the data active = inhibition above about 50%;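 note: 0% = vehicle wells with protein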
Target sequence (O75030 whole entry, looked up): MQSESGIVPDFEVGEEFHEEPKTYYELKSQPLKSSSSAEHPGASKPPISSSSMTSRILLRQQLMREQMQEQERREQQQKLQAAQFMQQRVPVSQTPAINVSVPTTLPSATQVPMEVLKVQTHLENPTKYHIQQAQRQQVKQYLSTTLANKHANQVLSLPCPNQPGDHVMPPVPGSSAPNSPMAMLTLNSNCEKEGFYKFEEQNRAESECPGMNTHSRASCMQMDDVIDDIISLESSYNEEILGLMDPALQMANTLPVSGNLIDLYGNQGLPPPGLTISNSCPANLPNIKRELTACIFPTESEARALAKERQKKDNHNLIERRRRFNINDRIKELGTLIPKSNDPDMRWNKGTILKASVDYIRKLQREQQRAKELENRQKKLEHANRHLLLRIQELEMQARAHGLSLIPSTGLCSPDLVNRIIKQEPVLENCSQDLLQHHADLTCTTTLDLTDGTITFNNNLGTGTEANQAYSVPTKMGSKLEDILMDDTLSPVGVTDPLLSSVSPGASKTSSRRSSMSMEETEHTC
Starred values were filed as active, the others as inactive; . = no result given.

Compound	GPR151 ag	FBW7 act	TEAD-YAP block	MITF inh
COc1cc(/C=C(\C#N)c2nc(-c3ccccc3)cs2)cc(OC)c1OC	-0.8	0.0	0	5
CCOc1ccc2nc(SCC(=O)Nc3ccc4c(c3)OCO4)c(C#N)cc2c1	-1.1	0.0	6	6
Cc1occc1-c1nn(CC(=O)NC2CCCCC2)c(=O)o1	0.6	0.0	-13	-1
OC(COc1ccc(Cl)cc1)CN1C2=NCCN2c2ccccc21 (stereo not drawn)	-0.7	0.5	40*	11
COc1cc(OC)c(C=C2C(=O)N(C)C(=O)N(C)C2=O)cc1Br	-0.4	0.1	-4	17
CCN(CC)C(=O)C1CCCN(c2nc3ccc(C(=O)NCc4cccc(C(F)(F)F)c4)cc3s2)C1 (stereo not drawn)	0.4	-0.1	0	0
Cc1ccc(SC(C(=O)c2ccccc2)C(=O)c2ccccc2)cc1	-1.5	-0.1	-38	-2
CN1N=C(C(F)(F)F)/C(=N/OC(=O)c2ccc(Cl)cc2Cl)C1=O	1.1	-0.1	6	5
CCN1CCN(C(=O)C(C)N(c2ccc(C)cc2)S(C)(=O)=O)CC1 (stereo not drawn)	1.2	0.0	-4	12
CC(C)(C)NC(=O)Cn1nnc2c(cnn2-c2ccc(F)cc2)c1=O	1.7	0.0	-4	-8
CCCCC[C@H](O)/C=C/[C@H]1[C@H](O)CC(=O)[C@@H]1CCCCCCCO	4.0	.	.	-3
O=C(NNC(=O)c1cccc(Br)c1)c1ccc(F)cc1	-0.2	0.2	1	11
CCNc1nc(NCC)nc(N/N=C/c2ccc(N(C)C)cc2)n1	-1.2	-1.0	-6	27
COc1cc(OC)c(C(=O)NC2CC3CCC2(C)C3(C)C)cc1OC (stereo not drawn)	1.1	0.2	-2	11
O=C1CSC(c2ccccc2)N1c1ccc(N2C(=O)CSC2c2ccccc2)cc1 (stereo not drawn)	-0.7	-0.1	1	-6
CCCNC(=O)c1cccc(Nc2cccnc2)c1	-0.3	0.2	-2	20
Cc1ccc(S(=O)(=O)N(CC(=O)NCc2cccnc2)Cc2ccc(Cl)c(Cl)c2)cc1	-0.1	-0.1	1	-17
COc1ccc(Cl)c(Cn2c(NCCCO)nc3c2c(=O)n(C)c(=O)n3C)c1	0.1	-0.2	-5	3
CC(=O)c1ccc(COc2ccccc2C(=O)Nc2ccccc2)cc1	-0.3	0.3	-21	18
C/C(=N\Nc1nc2ccccc2[nH]1)c1cccc(C(F)(F)F)c1	-0.9	0.1	-15	5
Cc1ccccc1NC(=O)c1cccc([N+](=O)[O-])c1	-0.8	0.0	4	7
CC(=O)n1c(=O)n(-c2ccccc2)c(=O)c2c(C)c(C)sc21	-2.0	0.1	8	6
CCOC(=O)C1=C(C)N=c2s/c(=C\c3ccc(-c4cccc(C(=O)O)c4)o3)c(=O)n2C1c1ccc(OC)cc1 (stereo not drawn)	-0.8	0.0	-8	-10
N#Cc1ccsc1NC(=O)COC(=O)c1cc(Br)ccc1O	-6.7	0.1	-31	4
O=C(NCc1ccc2c(c1)OCO2)C1(c2ccccc2)CCCC1	0.8	0.4	4	4

Compound	GPR151 ag	FBW7 act	TEAD-YAP block	MITF inh
CCOC(=O)C1=C(C)N(c2ccc(C)c(C)c2)C(=O)/C1=C\c1ccc(OC)cc1	-1.4	-0.1	0	20
CN(Cc1nccn1C)C(=O)CC1C(=O)NCCN1Cc1ccccc1C(F)(F)F (stereo not drawn)	0.4	0.0	15	7
O=C(O)c1cc2c(ccc3cc(Br)ccc32)oc1=O	-0.4	-0.1	12	5
COc1cc(C=O)ccc1OCC(=O)Nc1ccccc1N1CCOCC1	2.4	-0.1	-5	5
CCOc1ccc(C(=O)C2CCN(C(=O)/C=C/c3ccccc3)CC2)cc1	0.3	0.0	13	3
Cc1cc(C)cc(NC(=O)CCc2nc3ccccc3[nH]2)c1	0.7	0.4	5	5
Cc1cc(=O)nc2c3ccccc3n(C(C)C(=O)NCc3ccc4c(c3)OCO4)n12 (stereo not drawn)	1.8	-0.2	-1	-13
CCOc1ccc(-n2c(C)nc3cc(C(=O)NCc4ccc(Cl)c(Cl)c4)ccc32)cc1	-1.3	0.0	5	-1
Cc1nn(CCCC(=O)NCc2ccc3c(c2)OCO3)c(=O)c2c1sc1ccccc12	0.6	-0.3	0	0
C=CCn1c(N)c(C(=O)N2CCc3ccccc3C2)sc1=S	-0.7	-0.3	-12	9
COc1ccc(NC(=O)CNC(=O)C2CCCCC2)cc1S(=O)(=O)N1CCCCC1	-1.1	0.0	4	12
CCCNc1nc(N(CC)CC)nc(N2CCN(c3ccccn3)CC2)n1	3.0	-0.1	6	5
CCc1nnc(NC(=O)c2ccc([N+](=O)[O-])cc2Cl)s1	1.0	0.2	-33	-3
COc1cc(C(=O)Nc2ccccc2F)ccc1OCc1cccc(F)c1	-1.3	-0.2	-17	4
CCCc1ccc(OCC(=O)NCCc2ccc(OC)c(OC)c2)cc1	-0.3	-0.1	0	-1
Cc1ccc(NCC(=O)N/N=C\c2ccc(Br)o2)cc1	-0.1	0.0	1	10
c1ccc(CCNc2ccc3ncc(-c4cccc5ccccc45)n3n2)nc1	1.7	0.0	5	3
Cc1ccc(CN2C(=O)CSc3ccc(C(=O)NC4CCCC(C)C4C)cc32)cc1 (stereo not drawn)	-1.9	0.2	-9	1
CCOC(=O)c1[nH]c(C)c(C(=O)NC2CCCCCC2)c1C	3.8	0.1	7	9
O=C(O)CCc1ccc(-c2cnc3ccc(NCc4ccc5c(c4)OCO5)nn23)cc1	0.5	-0.2	4	-24
COC(=O)c1cccc(N2C(=O)C3C4C=CC(C4=C(c4ccccc4)c4ccccc4)C3C2=O)c1 (stereo not drawn)	-0.8	0.0	-6	-6
CCC(C)NS(=O)(=O)c1ccc2c(c1)SCCN2C(C)=O (stereo not drawn)	0.3	0.1	-2	6
COC(=O)c1ccccc1NC(=O)c1sc2ncn(Cc3cccc(F)c3)c(=O)c2c1C	1.5	-0.1	1	1
O=C(Nc1cc(=O)[nH]c(=O)[nH]1)c1ccc([N+](=O)[O-])cc1	-0.4	0.1	7	22
COc1ccc2oc(=Nc3ccc(C)cc3)c(-c3nc4ccccc4[nH]3)cc2c1	-2.0	-0.1	-56	-14

Compound profiles, as listed above:
Cc1cc(=O)nc2c3ccccc3n(C(C)C(=O)NCc3ccc4c(c3)OCO4)n12 (stereo not drawn) reads GPR151 ag = 1.8; FBW7 act = -0.2; TEAD-YAP block = -1; MITF inh = -13
COC(=O)c1cccc(N2C(=O)C3C4C=CC(C4=C(c4ccccc4)c4ccccc4)C3C2=O)c1 (stereo not drawn) reads GPR151 ag = -0.8; FBW7 act = 0.0; TEAD-YAP block = -6; MITF inh = -6

Next section:
Compound	GPR151 ag	FBW7 act	TEAD-YAP block	MITF inh
Cc1sc2ncn(C)c(=O)c2c1-c1ccc(F)cc1	-0.7	0.3	-5	3
CC(=O)c1cccc(-c2nc3c(NCc4ccccc4)ncnc3n2C(C)C)c1	2.3	0.0	-5	15
O=[N+]([O-])c1ccc(CN2CCCCC2)cc1	-0.6	0.5	4	9
C=CCOc1ccc(Br)cc1CNCCO	-0.3	0.1	3	-1
O=C(c1cc2n(n1)C(C(F)(F)F)CC(c1ccc(F)cc1)N2)N1CCCCC1 (stereo not drawn)	1.5	0.0	11	-3
C/C(=N\NS(=O)(=O)c1ccccc1)c1cccc(I)c1	-0.6	0.0	13	4
N=C1S/C(=C\c2ccc(-c3ccccc3F)o2)C(=O)N1c1nccs1	-0.9	-0.1	-2	2
CC(C)(C)NC(=O)CN(Cc1ccc(F)cc1)C(=O)CCC(=O)Nc1ccccn1	-1.4	0.0	-4	18
CCOC(=O)c1ccc(NS(=O)(=O)c2ccc3oc(=O)[nH]c3c2)cc1	1.0	-0.1	-1	3
Cc1ccc(C2=N/C(=C\c3cccc4ccccc34)C(=O)O2)cc1C	0.6	0.0	9	8
COc1ccc2nc3c(nc2c1)C(=O)c1ccccc1C3=O	-0.2	0.2	-20	13
CCOC(=O)C1=CC2(SC=C(C(=O)OCC)S2)C2=C(S1)C(C)(C)Nc1ccccc12 (stereo not drawn)	1.0	0.0	5	18
Cc1ccc(C(c2ccc(C)o2)c2ccccc2NS(=O)(=O)c2ccc(C)cc2)cc1 (stereo not drawn)	0.6	-0.1	-5	-6
COC(=O)C1=C(N)OC2=C(C(=O)CC(c3ccccc3)C2)C1c1ccc2c(c1)OCO2 (stereo not drawn)	4.0	-0.3	-3	4
CC(=O)N1CCC[C@H]1C(=O)N1CCC2(CC1)CC2C(=O)Nc1ccc(F)c(F)c1 (stereo partly drawn)	0.2	0.0	2	10
CCSCCOC(=O)C1=C(C)NC2=C(C(=O)CC(c3cccs3)C2)C1c1cc(OC)c(OC)c(OC)c1 (stereo not drawn)	-0.9	0.3	0	-13
Cc1ccc(OCC(=O)Nc2ccccc2F)cc1C	0.2	0.0	-42	8
COCCNC(=O)/C(C#N)=C/c1ccc(OCc2ccccc2)cc1	-1.2	0.2	1	6
COC(=O)c1cccc(N2C(=O)C3C4CCC(C4=C(C)C)C3C2=O)c1 (stereo not drawn)	2.2	0.0	0	8
O=C(CCn1c(=O)[nH]c2ccccc2c1=O)N1CCc2ccccc2C1	-0.9	1.4	-3	3
CCOC(=O)c1c(NC(=O)c2ccccc2)sc2c1CCN(Cc1ccccc1)C2	-0.6	0.2	-6	8
Cc1ccccc1Cn1c(NCCCO)nc2c1c(=O)n(C)c(=O)n2C	-1.0	0.0	-16	-10
O=C(NN1C(=O)/C(=C/c2ccc([N+](=O)[O-])cc2)SC1=S)c1ccccc1O	-0.7	-0.1	4	-9
CC[n+]1c(C)sc2ccc([N+](=O)[O-])cc21	0.6	0.2	26	6
O=C1C(Cl)=C(N2CCCC2)C(=O)N1c1ccccc1F	-0.3	0.2	-5	-2

Part of the list above in order of length of the SMILES, smallest number first.
Compound	GPR151 ag	FBW7 act	TEAD-YAP block	MITF inh
Cc1ccccc1Cn1c(NCCCO)nc2c1c(=O)n(C)c(=O)n2C	-1.0	0.0	-16	-10
CCOC(=O)c1ccc(NS(=O)(=O)c2ccc3oc(=O)[nH]c3c2)cc1	1.0	-0.1	-1	3
CCOC(=O)C1=CC2(SC=C(C(=O)OCC)S2)C2=C(S1)C(C)(C)Nc1ccccc12 (stereo not drawn)	1.0	0.0	5	18

The results go on.
Compound	GPR151 ag	FBW7 act	TEAD-YAP block	MITF inh
CCN(CC)c1ccc(N2CCN(S(=O)(=O)c3ccc(OC)c(OC)c3)CC2)nn1	-1.3	0.4	10	15
COCCN(C(=O)CC(C)C)c1nnc(-c2ccncc2)s1	0.0	-0.5	-7	-4
CC(=O)c1ccc(N2CCN(c3ncnc4c3cnn4-c3ccc(Cl)cc3)CC2)cc1	1.2	-0.1	1	0
CC1=CN2C(=N)/C(=C/c3cc(C)n(-c4ccc(C)cc4)c3C)C(=O)N=C2S1	0.0	0.0	5	2
CCOC(=O)c1c(NC(=O)CSc2nnc(CNC(=O)c3cccc(OC)c3)n2-c2ccc([N+](=O)[O-])cc2)sc2c1CCCC2	4.5	0.3	-6	3
COc1ccc(/C=C(\NC(=O)c2ccco2)C(=O)NCC(=O)O)cc1	0.8	-0.1	11	6
N#Cc1ccc(NC(=O)COC(=O)c2cc3c(s2)CCCC3)cc1	-2.2	0.9	1	-13
O=C(c1ccc([N+](=O)[O-])cc1Cl)N1CCN(c2ncccn2)CC1	0.2	0.0	2	-4
COc1ccc(N2C(=O)CC(N(CCc3ccc(S(N)(=O)=O)cc3)C(=O)CCC(=O)O)C2=O)cc1 (stereo not drawn)	0.0	-0.1	0	5
COc1ccccc1C(=O)NNC(=O)C1CCCCC1	-0.3	0.0	-17	-2
CC(=O)Nc1sc2c(c1C(=O)Nc1c(C)cccc1C)CCCCC2	-0.5	-0.1	-8	7
CN1C(=O)C(C)(C)c2cc(S(=O)(=O)N3CCC(C(=O)N4CCOCC4)CC3)ccc21	-0.8	-0.2	-2	2
COc1ccc(-n2c(C)c(C(=O)O)c3cc(OC)c4ccccc4c32)cc1	4.9*	-0.1	16	3
Cc1cc(C(=O)N(Cc2cccnc2)c2nc3c(F)cccc3s2)n(C)n1	-1.1	0.0	-25	9
O=C(CSc1nc2ccccc2o1)Nc1ccc(OC(F)(F)F)cc1	-0.3	0.0	-23	-4
Cc1cccc(-c2nc(CN3CCCC(C(=O)NCc4cccnc4)C3)c(C)o2)c1 (stereo not drawn)	0.1	-0.4	17	6
CN(C)C(=O)c1ccc(-c2ccc3c(c2)COC2(CCN(C(=O)C4CCC4)CC2)O3)cc1	-1.0	-0.1	2	-10
O=C(CSc1nnc(SCc2ccccc2)s1)N/N=C/c1ccccn1	-0.4	-0.1	8	8
C=CCn1c(SCC(=O)c2cc(C)n(-c3ccc(C)cc3)c2C)nc2sc3c(c2c1=O)CCC3	0.8	0.2	0	10
O=C(Nc1cc(C(F)(F)F)ccc1Cl)c1c(O)c2ccccc2[nH]c1=O	-1.4	0.1	-3	1
O=S(=O)(Nc1ccccc1F)c1ccc2nc(-c3ccccc3)[nH]c2c1	2.3	-0.1	-1	10
CCn1cc(CN2CCCC(CNC(=O)c3cccc4ccccc34)C2)cn1 (stereo not drawn)	-0.7	0.1	-6	-11
